Screening data as filed in PubChem.
CHRM4 antagonist – blocks acetylcholine activation of human M4 receptor; CHO-hM4 cells, ACh EC80, Fluo-8 calcium fluorescence; P08173; AID 624125; inhibition, % at 3 µM; actives 0.73% (n = 360,000);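 active = inhibition above its plate's cutoff, the mean inhibition of sample wells plus 3 SD, cut at about 27% in these data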;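 also: 0% = acetylcholine EC80 with DMSO and 100% = DMSO without agonist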
Target sequence (P08173 whole entry, looked up): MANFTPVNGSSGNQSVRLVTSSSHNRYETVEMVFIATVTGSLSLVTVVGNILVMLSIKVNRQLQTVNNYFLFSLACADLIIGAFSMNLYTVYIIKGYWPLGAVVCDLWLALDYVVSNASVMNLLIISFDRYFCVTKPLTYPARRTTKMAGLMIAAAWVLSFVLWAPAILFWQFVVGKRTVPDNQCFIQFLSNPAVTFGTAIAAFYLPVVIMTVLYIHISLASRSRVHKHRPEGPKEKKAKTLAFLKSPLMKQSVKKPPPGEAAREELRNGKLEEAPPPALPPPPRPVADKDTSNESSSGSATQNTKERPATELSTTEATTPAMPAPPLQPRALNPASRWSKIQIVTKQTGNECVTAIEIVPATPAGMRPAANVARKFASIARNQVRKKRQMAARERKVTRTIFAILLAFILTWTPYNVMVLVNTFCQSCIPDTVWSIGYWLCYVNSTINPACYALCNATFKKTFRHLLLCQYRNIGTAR
CHRM5 antagonist – antagonists of human muscarinic M5 receptor (CHRM5); P08912; actives 0.59% (n = 360,000); CHO-hM5 cells, Fluo-8 calcium fluorescence, ACh EC80; inhibition, % at 3 µM;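 active = inhibition above a per-plate cutoff, the mean of that plate's test compounds plus 3 SD, cut at about 27% in these data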;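 also: 0% = acetylcholine EC80 with DMSO and 100% = DMSO without agonist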
TAAR1 agonist – agonists of human TAAR1. CHO RD-HGA16 TAAR1, Fluo-8 calcium fluorescence; vehicle wells 0%, saturating PEA agonist 100%. activation, % at 3 µM. actives 0.99% (n = 360,000);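 active = activation above the mean activation of all test compounds in the run plus 3 SD, cut at about 38% in these data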
Target sequence (Q96RJ0 whole entry, looked up): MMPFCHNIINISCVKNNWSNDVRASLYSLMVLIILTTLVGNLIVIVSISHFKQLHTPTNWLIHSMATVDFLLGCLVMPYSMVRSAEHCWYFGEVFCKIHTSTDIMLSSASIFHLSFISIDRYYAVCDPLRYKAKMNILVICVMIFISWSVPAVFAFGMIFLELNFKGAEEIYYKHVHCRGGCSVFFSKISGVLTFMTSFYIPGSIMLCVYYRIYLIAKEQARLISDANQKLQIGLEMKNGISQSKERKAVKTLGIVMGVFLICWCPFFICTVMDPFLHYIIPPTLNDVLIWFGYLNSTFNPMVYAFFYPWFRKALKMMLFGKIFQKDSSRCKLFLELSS
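Signal – calcium-sensitive Fluo-8 signal, excitation 470-495, emission 515-575 nm · System – RD-HGA16 (CHO) cells co-expressing Gα16 and hTAAR1 · Incubation – 17-24 h seeding, 75 min 37 °C dye, 30 min RT · Compound dosing – 3 µM single concentration · Repeats – no replicates (n 1)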
CHRM5 PAM – positive allosteric modulators of human muscarinic M5 receptor. P08912. CHO-K1 hM5, Fluo-8 calcium, ACh EC20 PAM; 0% = ACh EC20, 100% = ACh EC100. activation, % at 3 µM. actives 0.3% (n = 360,000). AID 624038;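 active = activation above the run cutoff, the mean activation of all test compounds plus 3 SD, cut at about 18% in these data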
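Measured by: Fluo-8 calcium fluorescence; material: human M5 receptor in CHO-K1 cells; schedule: Post-acetylcholine fluorescence recording 140 s; benchmarks: low control EC20 acetylcholine (0%), high control EC100 acetylcholine (100%); read-out: Max/basal fluorescence ratio as % of EC20–EC100 ACh window; compound: single dose, 3 µM nominal final test concentration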
CHRM1 agonist – agonists of human M1 muscarinic receptor | P11229 | CHO-K1 hM1, Fluo-8 calcium fluorescence, agonist mode; 0% DMSO, 100% acetylcholine EC100 | activation, % at 3 µM | actives 0.33% (n = 360,000) | AID 588814;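 active = activation above the run's mean compound activation plus 3 SD, cut at about 16% in these data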;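 also: peak over basal fluorescence ratio within a 140 s kinetic read after compound addition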
CHRM1 antagonist – blocks human M1 muscarinic receptor. CHO-K1 hM1, Fluo-8 calcium fluorescence, ACh EC80 antagonist. AID 588852. actives 1.3% (n = 360,000). P11229. inhibition, % at 3 µM;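 active = percent inhibition above its own plate's cutoff, namely the mean of that plate's compound wells plus 3 SD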;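 also: peak over basal fluorescence ratio during 140 s after agonist addition; 0% = ACh EC80 plus DMSO and 100% = DMSO alone without agonist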
CHRM5 agonist – agonists of human muscarinic M5 receptor (CHRM5); P08912; CHO-K1 hM5 cells, Fluo-8 calcium fluorescence; 0% DMSO wells, 100% maximal acetylcholine response; activation, % at 3 µM; actives 0.19% (n = 360,000);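 active = activation above the run's mean over test compounds plus 3 SD, cut at about 23% in these data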;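 also: signal is peak over basal fluorescence ratio across the kinetic read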
CHRM1 PAM – positive allosteric modulators of human M1 muscarinic receptor; P11229; CHO-K1 hM1, Fluo-8 calcium fluorescence, ACh EC20; 0% = ACh EC20, 100% = maximal ACh; activation, % at 3 µM; actives 0.088% (n = 360,000); in the data active = activation above about 19%, passing the limit was not always enough
CHRM4 agonist – CHRM4 agonism in calcium assay; P08173; CHO-K1 hM4/Gqi5, Fluo-8 calcium fluorescence; vehicle 0%, full acetylcholine response 100%; activation, % at 3 µM; actives 0.14% (n = 360,000); AID 624127;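 active = activation above the run mean over all test wells plus 3 SD, cut at about 32% in these data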;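 also: peak over basal fluorescence ratio per well then scaled between controls; 0% = DMSO wells and 100% = acetylcholine at EC100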
* marks the source's active call; other numbers are inactive results; x = not tested or not shown.

SMILES | CHRM4 antagonist | CHRM5 antagonist | TAAR1 agonist | CHRM5 PAM | CHRM1 agonist | CHRM1 antagonist | CHRM5 agonist | CHRM1 PAM | CHRM4 agonist
CN(C)CC1CCCCC1OC(=O)c1ccc(Cl)cc1Cl (stereo unspecified) | -4 | 0 | 8 | 0 | -9 | 8 | -7 | -13 | 3
CCN1c2ccccc2-c2nc3ccccc3n2C1c1cccs1 (stereo unspecified) | -6 | -5 | 2 | -2 | -7 | -8 | -8 | 2 | -3
CCOC(=O)c1cccc(NC(=O)CSc2nc3cccnc3n2C)c1 | -2 | 8 | 19 | -34 | 2 | 19 | -2 | -11 | 15
O=C(Cc1cccs1)NCc1cccs1 | 6 | 14 | x | -7 | -4 | -8 | -3 | 6 | 1
COc1ccc(/C=C(\C#N)C(=O)Nc2ccccn2)cc1 | -8 | 10 | -1 | -12 | -3 | 3 | 1 | -1 | 13
CC1(C)CC(=O)C=C(c2ccc(COC(=O)C3CC3)cc2)C1=O | -10 | 2 | 1 | -2 | 1 | -9 | 3 | -2 | 3
Nc1c(Cl)cc(C(=O)NC2CC2)cc1Cl | 5 | 2 | 1 | 15 | 1 | 1 | 0 | 6 | 1
COc1ccc(COC(=O)c2cccc(S(=O)(=O)N3CCN(C(C)=O)CC3)c2)cc1 | -1 | 9 | 9 | -10 | 3 | -1 | 9 | -2 | 15
Cc1sc(NC(=O)c2ccccc2)c(C(=O)c2ccccc2)c1C | -17 | 1 | 1 | -4 | -2 | -3 | -3 | 0 | -1
CCCCn1nc2cc(C(=O)NCC3CC3)ccc2c1OCC | -25 | -3 | 7 | 14 | -6 | -10 | -10 | 6 | 1
CCN(CCn1cccn1)C(=O)c1cc(COc2ccccc2SC)on1 | -5 | 3 | 0 | -3 | -1 | -6 | -1 | 4 | 4
C(=N\n1cncn1)/c1ccc(N2CCOCC2)cc1 | -4 | -4 | 5 | 6 | 2 | 7 | 1 | 2 | 1
COC(=O)c1ccc(NC(=O)C(=O)N2CCN(C(=S)Nc3cccc(OC)c3)CC2)cc1 | 4 | -3 | 4 | -1 | -2 | -1 | 2 | 6 | 4
COc1ccc(C(=O)CC(C#N)c2ccc3c(c2)OCO3)cc1OC (stereo unspecified) | -1 | 8 | 2 | -8 | 3 | -7 | 5 | -3 | 3
COC(=O)C1=C(C)N(c2cc(C)cc(C)c2)/C(=C/c2ccc(O)cc2)C1=O | 2 | -3 | 4 | 6 | -6 | 1 | -3 | 10 | 2
Cc1ccc2c(Cl)c(C(=O)N/N=C/c3cccn3C)sc2c1 | 1 | 10 | 6 | -9 | -2 | 2 | 0 | -5 | 1
O=C(COC(=O)CNC(=O)c1ccc(Cl)cc1)Nc1cccc(S(=O)(=O)N2CCCC2)c1 | -2 | 14 | 1 | -6 | -3 | -9 | -2 | 2 | 7
Cc1nn(-c2ccccc2Cl)c(Cl)c1/C=C(\C#N)C(N)=O | 0 | -7 | 0 | 1 | -2 | -4 | -7 | 8 | 1
O=C(CCC(=O)Nc1ccccc1)N/N=C/C=C/c1ccccc1 | -11 | -4 | 17 | -2 | -7 | -7 | 2 | 6 | 2
COc1ccc(-c2noc(C3CCCN(C(=O)c4cccc(C)c4)C3)n2)cc1 (stereo unspecified) | -1 | 15 | 6 | -5 | -2 | -4 | -1 | -4 | 6

Results in TAAR1 agonist, CHRM4 antagonist and CHRM1 antagonist, for 2 of the compounds above:
canonical_smiles	TAAR1 agonist	CHRM4 antagonist	CHRM1 antagonist
COc1ccc(C(=O)CC(C#N)c2ccc3c(c2)OCO3)cc1OC (stereo unspecified)	2	-1	-7
COc1ccc(COC(=O)c2cccc(S(=O)(=O)N3CCN(C(C)=O)CC3)c2)cc1	9	-1	-1

(listing goes on)
SMILES | CHRM4 antagonist | CHRM5 antagonist | TAAR1 agonist | CHRM5 PAM | CHRM1 agonist | CHRM1 antagonist | CHRM5 agonist | CHRM1 PAM | CHRM4 agonist
Cc1ccccc1-c1nc(CS(=O)(=O)CC(=O)NCCCN2CCCC2=O)c(C)o1 | 0 | 2 | 1 | -3 | -4 | -8 | 1 | 0 | 1
CC(C(=O)N1CCCC1)N1CCN(S(=O)(=O)c2ccc(OC(F)(F)F)cc2)CC1 (stereo unspecified) | -5 | 5 | 7 | 5 | 6 | -14 | -1 | 22 | 2
COc1cccc(NC(=O)CCN2C(=O)c3cccc([N+](=O)[O-])c3C2=O)c1 | -5 | 5 | 2 | 1 | -5 | 8 | -1 | 1 | 6
O=C1NC(=S)N/C1=C/c1cccnc1 | -2 | -3 | 1 | -2 | -1 | -11 | 1 | 7 | 0
CCc1ccccc1NC(=O)Nc1cccs1 | -15 | -12 | 4 | 2 | -4 | -4 | 3 | -1 | 8
O=C(CC12CC3CC(CC(C3)C1)C2)Nc1ccccc1N1CCOCC1 | -16 | -19 | 15 | 4 | 1 | -6 | 1 | 11 | -1
Cc1cn([C@H]2C[C@H](O)[C@@H](COS(=O)(=O)O)O2)c(=O)[nH]c1=O | -3 | 0 | 5 | 8 | -1 | 4 | -3 | 9 | 7
Cc1oc(/N=C/c2ccc(F)cc2)c(C#N)c1C | -5 | 0 | 0 | 3 | -5 | -10 | 0 | 5 | 0
C=CCN(CC=C)Cc1nc(N)nc(Nc2ccccc2C)n1 | 2 | 6 | 5 | 3 | -7 | -11 | 0 | 8 | 1
Cc1ccc(S(=O)(=O)CCC(=O)OCC(=O)c2cc(C)n(C)c2C)cc1 | 10 | 0 | 1 | 3 | -5 | -8 | -3 | 0 | 1
Cc1[nH]n(-c2ccccc2)c(=O)c1N=Nc1ccc(C(N)=O)cc1 | 5 | 2 | 0 | 3 | -3 | 3 | 1 | -1 | 1
O=C(COC(=O)c1ccc(O)cc1O)NC(=O)c1ccccc1 | -10 | 9 | 12 | 2 | 5 | 0 | 7 | 4 | 3
CCOC(=O)c1c(N)sc2c(NC(C)=O)cccc12 | -5 | -9 | -1 | 8 | -2 | -17 | -1 | 11 | 0
O=C1NC2(CCCCO2)CO1 (stereo unspecified) | 3 | 4 | 13 | 5 | -2 | 0 | 1 | 0 | 0
CNC(=O)COc1ccccc1C(=O)Nc1ccc2c(c1)oc1ccccc12 | 19 | -1 | 7 | -3 | -1 | 0 | 1 | 6 | 2
Cc1c(C(=O)N2CCCC2)oc2c1-c1[nH]ncc1CC2 | 9 | 1 | 0 | -4 | -3 | -11 | 0 | 3 | 1
COC(=O)c1cc2sccc2n1CC(=O)Nc1cc(OC)cc(OC)c1 | 10 | 7 | 4 | -4 | -2 | -1 | 0 | 0 | 3
Cc1cc(F)ccc1S(=O)(=O)N1CCCOC1CNC(=O)C(=O)NCCCN1CCOCC1 (stereo unspecified) | 1 | 10 | 0 | -6 | -3 | -3 | -2 | 9 | 0
O=C(CC1(CC(=O)N2CCOCC2)CCCC1)Nc1ccc(F)cc1 | 5 | 20 | 5 | -2 | -2 | -7 | 1 | 6 | 1
CCOCCCNc1nc2c(c(=O)n(C)c(=O)n2C)n1CCCc1ccccc1 | -5 | 0 | 3 | -4 | -3 | -10 | -1 | 4 | 2
CN(C)C(=S)Nc1cccc(C(F)(F)F)c1 | -10 | 8 | 2 | -12 | -4 | -14 | -1 | 1 | 0
COc1ccc(/C=N/NC(=O)c2nnn(-c3nonc3N)c2-c2cccs2)c(OC)c1 | -5 | 1 | 6 | 1 | 0 | 3 | -2 | 4 | 10
CCOC(=O)C1(C(=O)OCC)NC(=O)CC1CC(C)C (stereo unspecified) | -3 | 18 | 1 | 0 | 0 | -15 | 3 | 2 | 1
Cc1cc(C(=O)C(=O)O)c(C)n1-c1ccc(Cl)c(Cl)c1 | -7 | 5 | 5 | -9 | -4 | -12 | -2 | 4 | 4
COc1ccc(CNC(=O)CNC(=O)c2c(C)nn(C)c2Cl)cc1 | 5 | 6 | 2 | 1 | -5 | -11 | 2 | 11 | 0
COc1ccccc1-c1cnc(C(O)c2ccc(C(C)(C)C)cc2)[nH]1 (stereo unspecified) | 3 | 7 | 9 | -2 | -1 | -4 | 1 | -4 | 7
Nc1nonc1-c1noc(-c2ccccc2Br)n1 | 5 | -2 | -2 | -4 | -4 | 1 | -7 | 2 | 0
COc1ccc(CNc2nc(-c3cccnc3)nn2C(=O)CC(C)C)cc1 | -12 | 0 | 7 | -12 | -5 | 1 | -7 | 3 | -2
Cc1ccc(C(=O)NCc2occc2C(=O)O)o1 | -1 | -4 | 1 | 7 | -3 | -12 | 1 | 11 | 1
Cc1cc(C)nc(N/N=C/c2c[nH]c3ccccc23)n1 | 1 | 9 | 13 | -5 | -8 | -11 | -3 | 12 | 1
O=C(NCc1ccco1)c1ccc2c(=O)n(CCC3=CCCCC3)c(=O)[nH]c2c1 | -1 | -5 | 2 | 3 | -1 | -9 | 3 | 9 | 2

11 structures from above, arranged by count of non-hydrogen atoms, highest first.
SMILES | CHRM4 antagonist | CHRM5 antagonist | TAAR1 agonist | CHRM5 PAM | CHRM1 agonist | CHRM1 antagonist | CHRM5 agonist | CHRM1 PAM | CHRM4 agonist
Cc1cc(F)ccc1S(=O)(=O)N1CCCOC1CNC(=O)C(=O)NCCCN1CCOCC1 (stereo unspecified) | 1 | 10 | 0 | -6 | -3 | -3 | -2 | 9 | 0
COc1ccc(/C=N/NC(=O)c2nnn(-c3nonc3N)c2-c2cccs2)c(OC)c1 | -5 | 1 | 6 | 1 | 0 | 3 | -2 | 4 | 10
CCOCCCNc1nc2c(c(=O)n(C)c(=O)n2C)n1CCCc1ccccc1 | -5 | 0 | 3 | -4 | -3 | -10 | -1 | 4 | 2
CNC(=O)COc1ccccc1C(=O)Nc1ccc2c(c1)oc1ccccc12 | 19 | -1 | 7 | -3 | -1 | 0 | 1 | 6 | 2
COc1ccc(CNc2nc(-c3cccnc3)nn2C(=O)CC(C)C)cc1 | -12 | 0 | 7 | -12 | -5 | 1 | -7 | 3 | -2
COC(=O)c1cc2sccc2n1CC(=O)Nc1cc(OC)cc(OC)c1 | 10 | 7 | 4 | -4 | -2 | -1 | 0 | 0 | 3
COc1ccccc1-c1cnc(C(O)c2ccc(C(C)(C)C)cc2)[nH]1 (stereo unspecified) | 3 | 7 | 9 | -2 | -1 | -4 | 1 | -4 | 7
COc1ccc(CNC(=O)CNC(=O)c2c(C)nn(C)c2Cl)cc1 | 5 | 6 | 2 | 1 | -5 | -11 | 2 | 11 | 0
CCOC(=O)C1(C(=O)OCC)NC(=O)CC1CC(C)C (stereo unspecified) | -3 | 18 | 1 | 0 | 0 | -15 | 3 | 2 | 1
Nc1nonc1-c1noc(-c2ccccc2Br)n1 | 5 | -2 | -2 | -4 | -4 | 1 | -7 | 2 | 0
CN(C)C(=S)Nc1cccc(C(F)(F)F)c1 | -10 | 8 | 2 | -12 | -4 | -14 | -1 | 1 | 0

This is a subset; count on the stated rates, not on these rows.
